Nrf2 activator: activates Nrf2 signaling; Potency, µM (doses to about 46.1 µM), inactives show top-dose activation, actives largely listed as activators; AREc32 ARE-luciferase reporter (MCF7-derived line), luminescence, 24 h; hit rate 0.31% among 410,000; AID 624171; note: % of control where 0% means no effect; nearly all actives have a fitted effect of over 65% in size
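Nrf2 activation is followed as ARE-luciferase induction in the AREc32 line after one day of compound treatment; luminescence is read with Steady-Glo.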
HepG2 tox: counter-screen for TGF-b inhibitors: cytotoxicity in HepG2 cells. HepG2 CAGA-GFP viability, ATP luminescence, 18 h. Potency, µM (top dose mostly 46.1 µM), inactives show top-dose activity change, negative = cytotoxicity, hits mostly cytotoxic. hit rate 0.76% among 410,000; note: some results filed as inactive show a strong effect at the top dose
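HepG2 CAGA-GFP cells (1000/well, DMEM with 1% FBS) received compound, then TGF-beta at 500 pg/mL final, and were incubated 18 hours at 37 degrees C. Viability was read by CellTiter-Glo luminescence. Media-only wells were set as complete cell-killing and DMSO as no toxicity.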
TGFb SMAD3 inh: blocks TGF-b signaling. HepG2 CAGA-GFP TGF-b/SMAD3 reporter, GFP fluorescence, 18 h; TGF-beta stimulated, 500 pg/mL final. Potency, µM (highest dose often 46.1 µM), without a hit: at the top dose activity, negative = inhibition, most hits filed as inhibitors. hit rate 1.2% among 410,000; note: % is set by controls: 0 for no effect and ±100 for the full control effect; nearly all actives have a fitted effect of over 65% in size
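Using HEPG2 CAGA-GFP reporter cells at 1000 cells/well, we pinned test compounds, stimulated with recombinant TGF-beta (500 pg/mL final) and measured total well GFP after 18 h.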
ATXN viability: viability counter-screen for ATXN expression inhibitors. AID 651635. S2 cells (HEK-293 line with an ATXN2-luciferase reporter) viability, CellTiter-Fluor protease fluorescence, 24 h. hit rate 0.49% among 400,000. Potency, µM (top dose mostly 56.7 µM), usual class: cytotoxic; note: nearly all actives have a fitted effect of over 40% in size
EPAC2 antagonist: blocks human EPAC2 exchange factor; AID 720708; EPAC2 GEF exchange of Rap1B-BODIPY-GDP, fluorescence; Potency, µM (titrated, usually from 114 µM), for inactives: top-dose activity, negative = inhibition, usual class: inhibitors; hit rate 0.18% among 360,000; note: % is set by controls: 0 for no effect and ±100 for the full control effect; nearly all actives have a fitted effect of over 45% in size; many of its hits are not listed in these tables
Target sequence (Q8WZA2 whole entry, looked up): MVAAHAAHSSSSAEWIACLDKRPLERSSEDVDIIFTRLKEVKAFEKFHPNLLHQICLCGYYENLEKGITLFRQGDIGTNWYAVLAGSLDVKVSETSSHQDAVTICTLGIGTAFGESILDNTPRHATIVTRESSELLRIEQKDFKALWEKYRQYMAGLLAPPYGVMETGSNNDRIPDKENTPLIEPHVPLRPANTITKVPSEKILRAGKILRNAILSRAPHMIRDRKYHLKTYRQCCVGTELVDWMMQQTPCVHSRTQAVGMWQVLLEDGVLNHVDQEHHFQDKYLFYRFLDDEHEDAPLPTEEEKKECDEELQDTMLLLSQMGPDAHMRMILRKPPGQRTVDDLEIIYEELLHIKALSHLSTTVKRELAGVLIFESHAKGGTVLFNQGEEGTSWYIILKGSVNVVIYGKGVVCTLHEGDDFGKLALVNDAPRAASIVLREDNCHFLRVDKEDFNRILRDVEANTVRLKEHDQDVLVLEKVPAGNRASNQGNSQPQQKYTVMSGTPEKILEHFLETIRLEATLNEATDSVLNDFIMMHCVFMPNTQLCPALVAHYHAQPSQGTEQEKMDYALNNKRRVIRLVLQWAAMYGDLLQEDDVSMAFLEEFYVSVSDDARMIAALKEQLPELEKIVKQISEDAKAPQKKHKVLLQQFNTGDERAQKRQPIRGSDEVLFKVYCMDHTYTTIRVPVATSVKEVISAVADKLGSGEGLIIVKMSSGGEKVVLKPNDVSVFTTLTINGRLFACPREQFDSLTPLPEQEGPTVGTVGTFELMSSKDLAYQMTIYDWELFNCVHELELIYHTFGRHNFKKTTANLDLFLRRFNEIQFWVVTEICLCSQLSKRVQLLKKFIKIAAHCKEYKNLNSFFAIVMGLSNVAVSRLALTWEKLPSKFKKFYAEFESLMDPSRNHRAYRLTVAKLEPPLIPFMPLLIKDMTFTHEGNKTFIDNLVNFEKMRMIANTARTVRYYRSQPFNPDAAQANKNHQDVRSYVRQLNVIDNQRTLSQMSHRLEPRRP
Nrf2 block: Nrf2 pathway inhibition | A549 ARE-Fluc reporter, luciferase luminescence, 18-24 h | Potency, µM (titrated, usually from 46 µM), inactives show at the top dose activity change, negative = inhibition, hits mostly inhibitors | hit rate 2.1% among 360,000; note: % is set by controls: 0 for no effect and ±100 for the full control effect; nearly all actives have a fitted effect of over 60% in size
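Cells were seeded and rested 2 h, then exposed to compounds for 18-24 h. CellTiter-Fluor was read first as a viability measure. BugLite was added 15 min before the final luminescent read of ARE-luciferase activity in A549 cells.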
MCF10A rerep: inducers of DNA re-replication in MCF 10A breast cells. MCF 10A DNA re-replication, Hoechst nuclear intensity, 48 h. Potency, µM (highest dose often 46.1 µM), inactives show at the top dose activity, positive = re-replication, hits mostly activators. hit rate 2.9% among 350,000; note: % of control where 0% means no effect; nearly all actives have a fitted effect of over 50% in size
ATXN2 expr inh: ATXN2 expression inhibition. HEK-293 ATXN2-luciferase reporter, luminescence, 24 h. Potency, µM (doses to about 57 µM), for the others: at the highest dose activity change, negative = inhibition, hits mostly inhibitors. hit rate 0.72% among 360,000; note: % is set by controls: 0 for no effect and ±100 for the full control effect; nearly all actives have a fitted effect of over 55% in size
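ATXN2-luciferase reporter cells (luciferase flanked by upstream and downstream ATXN2 gene portions) were treated 24 h at 37 °C with compounds at up to 57 uM. SteadyGlo luminescence gave expression; GF-AFC fluorescence gave viability.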
A549 viability: kills or reduces viability of A549 cells in Nrf2 counter-screen | A549 ARE-Fluc cells, CellTiter-Fluor viability, 18-24 h | Potency, µM (highest dose often 46 µM), for inactives: top-dose activity change, negative = cytotoxicity, hits mostly inhibitors | hit rate 0.16% among 390,000; note: % is set by controls: 0 for no effect and ±100 for the full control effect
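Cytotoxicity counterscreen: CellTiter-Fluor fluorescence was measured in A549 ARE_Fluc cells after 18-24 h of compound exposure in a concentration series. The subsequent BugLite luminescent read reports ARE-luciferase activity.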
* = called active by the depositor; i = inactive; ? = inconclusive; . = no result given; [ ] = another dose, or the depositor's remark. Calls come from the whole dose curve; as a rule, active = well fitted curve in the direction sought with a large enough effect; inconclusive = small, poorly fitted or top-dose-only effect, or another doubt; inactive = no such curve, though single readings can be large; an effect the other way counts as inactive or inconclusive. Potency is the fitted concentration of half-maximal effect.

molecule	Nrf2 activator	HepG2 tox	TGFb SMAD3 inh	ATXN viability	EPAC2 antagonist	Nrf2 block	MCF10A rerep	ATXN2 expr inh	A549 viability
CC(=O)Nc1ccc(NC(=O)CCC(=O)Oc2ccc(C)cc2)cc1	-0.4%	3%	5%	.	-5%	8%	1%	.	9%
COCCN(CC(=O)Nc1ccccc1C(F)(F)F)C(=O)/C=C/c1cc(Cl)c2c(c1)OCO2	0.1%	-6%	-6%	i	-8%	-14%	-3%	.	-1%
CO/N=C/c1ccc(N2CCCC2)c([N+](=O)[O-])c1	3.4%	-14%	-9%	i	-27%	-22%	-7%	.	-7%
Cc1ccc(-c2c(C(=O)N/N=C/c3cccs3)nnn2-c2nonc2N)cc1	1.7%	-2%	-29%	i	-7%	-18%	?	.	-2%
CC1CCN(C(=O)c2ccc(CNS(=O)(=O)c3ccc(C(C)(C)C)cc3)cc2)CC1	4.4%	-14%	?	i	?	?	0%	-7%	?
O=C(Nc1ccccc1Cl)OCc1cncs1	4.6%	-1%	0%	i	-6%	26%	-7%	2%	2%
O=C(NC(Cc1ccccc1)C(=O)N1CCCCC1)c1ccccc1 (stereo not drawn)	-0.6%	-6%	?	i	-2%	-8%	1%	1%	-10%
Cn1c(=O)[nH]c(=O)c2c1nc(N1CCOCC1)n2Cc1ccccc1	0.4%	-17%	?	i	.	?	.	-4%	-1%
CC1(C)Cc2c(sc(NC(=O)Cc3ccccc3)c2C#N)C(C)(C)N1	2.7%	-2%	-1%	i	22%	.	.	.	.
N#Cc1c(N)n(CCNC(=O)c2cccs2)c2nc3ccccc3nc12	0.2%	9%	9%	.	-1%	-25%	?	7%	20%
O=C(COC(=O)CNS(=O)(=O)c1ccc(Br)cc1Cl)NCCc1ccccc1	0.4%	0%	-16%	i	4%	2%	0%	5%	1%
CCc1cccc(NC(=O)Cn2cccc2)c1	2.0%	-2%	-6%	i	-2%	-2%	14%	8%	1%
CC(=O)Nc1cccc(C(=O)OCc2ccc([N+](=O)[O-])cc2)c1	-0.9%	1%	5%	i	-8%	-16%	-2%	15%	2%
COc1cc2nc(Nc3ccc(C)c(Cl)c3)nc(N)c2cc1OC	-1.8%	-196%	?	?	3%	4%	21µM*	?	-3%
Cc1ccc(CNC(=O)c2c(C)cc(=O)oc2C)cc1	-0.6%	-17%	-1%	i	-8%	-21%	-3%	5%	-8%
O=S(=O)(NCCS(=O)(=O)N1CCN(c2ccccc2F)CC1)c1ccc(Cl)cc1	-0.4%	1%	-4%	.	.	.	.	.	14%
COc1cc(/C=N/N2C(=O)CSC2=S)cc(Br)c1O	2.9%	8%	15%	i	6%	9%	2%	-6%	-21%
O=C(NCCCN1CCOCC1)c1cc(-c2ccc(Br)cc2)nc2ccccc12	3.1%	-28%	0%	i	-2%	7%	9%	-6%	-1%
O=c1[nH][nH]c2c1[C@H](c1ccc(F)cc1)O[C@H](C1CCCCC1)C2	0.1%	.	.	?	4%	.	.	10%	.
O=Cc1ccc(-c2ccccc2C(=O)O)o1	-0.4%	-2%	8%	i	2%	-21%	10%	-14%	-1%
Cc1cc(C(=O)COC(=O)c2ccc(NC(=O)CC#N)cc2)c(C)n1CCc1ccc(F)cc1	0.1%	4%	0%	i	-2%	-17%	11%	-2%	-2%
COc1ccc(N(CC(=O)N2CCCC2)S(C)(=O)=O)cc1	2.7%	-15%	6%	i	4%	1%	8%	4%	1%
CCOC(=O)Cn1c(=O)oc2cc(S(=O)(=O)N3CCN(c4ccccn4)CC3)ccc21	-0.7%	-1%	3%	i	0%	-30%	0%	-7%	-1%
Cn1c(SCc2cccc3ccccc23)nnc1-c1ccco1	2.7%	-30%	-10%	i	1%	?	-4%	5%	0%
O=C(c1ccc(Br)o1)N(c1ccccn1)C1CCCCC1	-0.3%	-3%	-19%	?	10%	-14%	4%	9%	-15%
CSc1nnc(-c2ccc(O)cc2)n1C	-0.7%	0%	-5%	i	4%	1%	-10%	10%	3%
O=C(COC(=O)c1ccccc1Oc1ccccc1)NC1CCS(=O)(=O)C1 (stereo not drawn)	-0.1%	-10%	-4%	i	5%	4%	0%	-3%	-6%
COc1ccccc1-c1nc(S(=O)(=O)c2ccc(Cl)cc2)c(N(C)C)o1	0.1%	1%	-9%	i	0%	0%	?	-1%	-5%
Cc1cc(-c2n[nH]c(=S)n2Cc2ccco2)nn1C	-0.3%	2%	5%	i	7%	-11%	5%	16%	-1%
Cc1cc(C)cc(N(C(=O)C2CCCC2)C2C=CS(=O)(=O)C2)c1 (stereo not drawn)	0.2%	-1%	-2%	i	8%	8%	-13%	-1%	-4%

The listing continues.
molecule	Nrf2 activator	HepG2 tox	TGFb SMAD3 inh	ATXN viability	EPAC2 antagonist	Nrf2 block	MCF10A rerep	ATXN2 expr inh	A549 viability
Cc1ccc(C)c(S(=O)(=O)Nc2cc(SCC(=O)O)c(O)c3ccccc23)c1	0.2%	-99%	-46%	28µM*	-6%	-11%	?	?	-4%
O=c1c(-c2cccc3ccccc23)[n+]([O-])c2ccccc2n1O	0.1%	1%	-9%	?	7%	4%	-3%	5%	-6%
CCN1CCN(C(=O)c2nn(-c3ccccc3)c(=O)c3ccccc23)CC1	0.1%	0%	-1%	i	8%	3%	-9%	2%	-4%
CN(C)CCCN(C(=O)c1ccc(S(=O)(=O)N(C)C2CCCCC2)cc1)c1nc2ccc(F)cc2s1	3.3%	-47%	?	i	-8%	-6%	-1%	-29%	-1%
COc1ccc(/C=N/NC(=O)c2cc(O)c(O)c(O)c2)cc1Cn1cc([N+](=O)[O-])cn1	-0.9%	-26%	-24%	i	-5%	-1%	-10%	-18%	-5%
COc1ccc(-c2ccc(=O)n(Cc3ccccc3)n2)cc1	4.8%	-35%	?	?	-28%	-23%	0%	.	2%
COc1ccc(N2CCN(C(CNC(=O)C(=O)NCc3ccc(F)cc3)c3cccnc3)CC2)cc1 (stereo not drawn)	0.3%	1%	-26%	i	.	-23%	.	1%	?
COC(=O)C1Sc2[nH]c(=O)sc2C2c3ccccc3OC(=O)C12 (stereo not drawn)	0.1%	-10%	-16%	.	0%	-4%	2%	.	-2%
Cc1cccc(NC(=O)C2CCCN(S(=O)(=O)c3ccc(Br)s3)C2)c1 (stereo not drawn)	5.4%	-32%	?	?	.	12%	.	-32%	2%
Cc1nccn1CC(O)COc1ccc(Cl)cc1Cl (stereo not drawn)	-0.2%	-23%	-8%	?	3%	17%	?	-38%	2%
Cn1nccc1C(=O)N1CCN(c2cccc(C(F)(F)F)c2)CC1	0.3%	-8%	0%	i	-6%	-17%	5%	-16%	4%
CC1=CC(=O)C(C(C)C)=C/C1=N\OC(=O)c1cccc2nc(C)oc12	-0.6%	6%	?	i	0%	-1%	1%	15%	1%
C=CCc1cccc2cc(C(=O)N3CCN(C(=O)c4ccccc4)CC3)c(=O)oc12	0.6%	5%	14%	i	4%	3%	7%	14%	0%
O=[N+]([O-])c1cc(S(=O)(=O)N2CCCC2)ccc1N/N=C1/CCCc2ccccc21	0.1%	1%	-3%	i	-5%	-4%	16%	-10%	-4%
CCOC(=O)CC1C(=O)NCCN1c1nc2ccc(C)cn2c(=O)c1/C=C1\SC(=S)N(CC(C)C)C1=O (stereo not drawn)	0.2%	-17%	185%[activator]	?	0%	?	4%	-35%	?
Cc1ccc(Cn2c(C3CCCN3c3nc(C)cs3)nc3cc(C(=O)NCCCO)ccc32)cc1 (stereo not drawn)	3.9%	-7%	?	i	0%	0%	35%	3%	1%

High-throughput results as filed in PubChem BioAssay.

The list is partial; count on the stated rates, not on these rows.
